Source: PubChem
DUSP3 inh = VHR1 phosphatase inhibitors, primary screen, biochemical, absorbance, uHTS. recombinant VHR phosphatase, pNPP absorbance. actives 0.52% (n = 290,000). AID 1654, 2009. inhibition, % at 13.3 µM. Dual specificity protein phosphatase 3 (Homo sapiens), P51452; in the data active means inhibition above about 50%; further: some compounds called inactive have numbers as strong as hits
3CLpro inhibitor = SARS-CoV 3CLpro protease inhibitors, primary screen, biochemical, quenched FRET | recombinant SARS-CoV 3CLpro, quenched FRET peptide cleavage | inhibition, % at 6 µM | actives 0.14% (n = 290,000); in the data active means inhibition above about 12%
MazF activator = activators of E. coli MazEF toxin-antitoxin RNase, primary screen, biochemical, fluorescence, uHTS; Endoribonuclease toxin MazF (Escherichia coli (strain K12)), P0AE70; FAM/BHQ RNA-DNA oligo cleavage fluorescence, 5 h; activation, % at 20 µM; actives 0.32% (n = 350,000); in the data active means activation above about 50%
Rv3671c protease = Rv3671c serine protease inhibitors, primary screen, biochemical, fluorescence polarization, M. tuberculosis H37Rv; inhibition, % at 5.96 µM; P9WHR9; actives 0.048% (n = 320,000); AID 2606, 2010; in the data active means inhibition above about 38%;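 further: extracellular domain of Rv3671c used as enzyme; 0% = enzyme with DMSO and 100% = no enzyme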
TcdB inh = TcdB glycohydrolase inhibitors, primary screen, biochemical, single point, plate reader | Toxin B (Clostridioides difficile), P18177 | TcdB glycohydrolase enzymatic assay | inhibition, % at 9.99 µM | AID 652162, 2013 | actives 0.24% (n = 350,000); in the data active means inhibition above about 10%
BH1578 lux ind = inducers of Vibrio cholerae quorum light production without autoinducers, primary screen, BH1578 luxS cqsA deficient, single point | V. cholerae BH1578 lux reporter, luminescence, 6 h | activation, % at 18.7 µM | actives 0.16% (n = 350,000) | AID 588436, 2011; in the data active means activation mostly above about 9.7%, no sharp cut-off; further: not every result past the cut was called active; inactives centre near 0; reference of the scale not given here
CCHF vOTU inh = CCHFV vOTU protease inhibitors, primary screen, biochemical, Pep-AMC substrate, fluorescence. inhibition, % at 11.5 µM. actives 0.55% (n = 370,000). AID 651958, 2012; in the data active means inhibition above about 30%; further: 0% = vehicle wells with enzyme and 100% = no enzyme wells
PrPC TRFRET = inhibitors of human cell surface prion protein PrPC, primary screen, cell-based, TR-FRET; actives 0.43% (n = 370,000); inhibition, % at 13.8 µM; TR-FRET read-out; in the data active means inhibition above about 24%; further: 0% = median of the test wells and 100% = reference compound wells
PriA SSB inh = inhibitors of Klebsiella pneumoniae PriA binding to SSB C-terminal tail, primary screen, biochemical, AlphaScreen | actives 0.6% (n = 430,000) | AID 1272365, 2023 | AlphaScreen SSBct-PriA binding, biotinylated peptide | PriA–SSB C-terminal tail interaction (Klebsiella pneumoniae) | inhibition, % at 33 µM; in the data active means inhibition mostly above about 37%, no sharp cut-off; inactive means mostly below about 20%;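 further: plate controls were negative control peptide for no effect and reference peptide for full effect; strong numbers were not always called active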
Yp Topo-I inh = Yersinia pestis topoisomerase I inhibitors, primary screen, biochemical, cleavage product accumulation, plate reader, single point. activity, % at 10 µM. DNA topoisomerase I (Yersinia pestis CO92). actives 0.064% (n = 360,000). Y. pestis Topo-I cleavage product accumulation; in the data active means activity above about 50%, passing the limit was not always enough; further: inactives centre near 2
The depositor's hits bear a star; i = inactive; nt = no result given; & = joins results of further samples.

molecule	DUSP3 inh	3CLpro inhibitor	MazF activator	Rv3671c protease	TcdB inh	BH1578 lux ind	CCHF vOTU inh	PrPC TRFRET	PriA SSB inh	Yp Topo-I inh
O=C(N/N=C/c1ccc(O)c(O)c1O)/C(=C/c1ccc([N+](=O)[O-])cc1)NC(=O)c1ccccc1	14	-4	1	13	nt	-0.3	5	-12	nt	-26
C[C@]12CCC(=O)C=C1CC[C@@H]1[C@@H]2C(=O)C[C@]2(C)C(=O)CC[C@@H]12	-26	-3	9	6	-0.4	-0.5	-3	-5	3	-2
CCO/C=C1\C(=O)N(c2ccccc2)C(=O)c2ccccc21	-8	0	12	-7	nt	3.3	nt	nt	2	3
O=C1C(=O)N(Cc2ccccc2)C(=O)N1CCOc1ccccc1	18	8	5	nt	1.5	0.0	-10	-3	-1	-8
O=C(O)c1cc(N/N=C/c2ccc(-c3ccc(F)cc3)o2)ccc1Cl	21	2	2	6	-0.9	-0.4	19	-18	nt	-4
O=C(C1CCC(=O)N(C2CCCCCC2)C1)N1CCN(c2ccccc2Cl)CC1 (stereo unspecified)	24	-2	0	-5	0.7	i	26	12	3	35
O=C(CC1CCCC1)OCn1nnc2ccccc2c1=O	15	0	-2	9	nt	-0.3	-4	2	-18	12
O=C(CC1C(=O)NCCN1Cc1ccccc1C(F)(F)F)NCCc1ccccn1 (stereo unspecified)	3	-1	-3	13	0.4	i	-3	-1	-4	3
Cc1cc(NC(=O)CSc2nnc(C)c(=O)[nH]2)no1	-4	nt	-2	0	1.2	-0.2	-5	2	-18	3
Cc1cc(C)c(NC(=O)CSc2nc3ccccc3c(=O)n2CCCN2CCOCC2)c(C)c1	nt	nt	3	2	2.0	-3.1	-4	1	-10	10
CN1CCN(C(=O)c2ccc(Oc3ccc([N+](=O)[O-])cc3)cc2)CC1	2	9	1	12	0.5	-0.2	1	-24	0	-2
CNS(=O)(=O)c1cccc(C(=O)OCC(=O)Nc2ccc3ccccc3c2)c1	nt	nt	-7	-9	0.0	i	3	5	-5	11
Cc1ccc(C)c(S(=O)(=O)NCCCn2ccnc2)c1	-5	4	-4	-2	nt	-0.6	-17	6	6&-13	-1
CC(=O)c1cccc(NC(=O)Nc2cnn(Cc3ccc(Cl)cc3Cl)c2)c1	7	5	8	-4	nt	-12	21	6	3	-5
CSc1nnc(-c2nnc(SC)n2-c2ccccc2)n1-c1ccccc1	-12	2	2	3	nt	i	-2	8	-4	8
COc1ccccc1-c1cnc(C(O)c2cc(C)ccc2C)[nH]1 (stereo unspecified)	nt	nt	nt	nt	1.2	0.3	-20	1	nt	6
Cc1ccc(O)c(NC(=O)CN(C)S(=O)(=O)c2ccc(Cl)cc2)c1	26	0	-5	3	0.0	-0.3	-4	14	5	0
CC12CCC(=O)N1C(C(=O)Nc1nc3ccccc3s1)CS2 (stereo unspecified)	nt	nt	5	-5	0.2	2.7	-2	-4	-4	5
Cc1ccccc1NC(=O)Cc1nnc(SCC(=O)NC2CCCCC2)n1C	10	-4	6	-8	0.1	i	3	-2	-18	-5
COc1ccccc1N1CCN(C(=O)c2cc(-c3ccc(C)cc3)on2)CC1	18	3	-10	-3	nt	-5.0	4	3	4	-1
Cc1ccc(NC(=O)C2CC(=O)N(CCc3ccccc3)C2)cc1Cl (stereo unspecified)	nt	nt	-1	-1	0.3	-0.2	5	8	1	6
Cc1ccc(/C=C/C2=NN(Cc3ccccc3)C(=O)CC2)cc1	29	1	-6	-3	nt	4.2	12	-4	1	13
O=c1c2ccccc2nc(CBr)n1-c1ccc(Cl)cc1	nt	nt	-11	nt	0.3	-0.4	-5	-1	nt	-4
Cc1ccccc1C(=O)Oc1ccc2ccc(O)cc2c1	35	-6	2	-10	0.4	i	2	6	0	-4
COc1ccccc1C(=O)NC(=O)COC(=O)c1cnccn1	nt	nt	-4	nt	-0.6	0.3	-12	2	nt	5
COC(=O)c1ccccc1NC(=O)CS(=O)(=O)Cc1nc(-c2ccc(C)cc2)oc1C	13	-2	9	1	-5.9	1.1	-1	6	-2	19
COc1ccc(CNC(=O)c2cc(-n3cnnc3)ccc2Cl)cc1	6	-2	3	1	nt	25*	-1	-4	-6	-4
CCOC(=O)c1oc2ccc(CNC3CCCCC3)c(Cl)c2c1C	13	-4	12	3	nt	-5.0	-7	-3	-2	17
Cc1ccc(S(=O)(=O)N(C)C)cc1NC(=O)COC(=O)/C=C/c1ccc2c(c1)OCO2	-4	-4	11	-8	2.2	-0.4	-9	1	-3	8
CC(C)(C)SCCNC(=O)c1ccc(NS(C)(=O)=O)cc1	3	-2	13	3	nt	-0.3	-16	-3	0	8

Record cards, from the list above. Order of screens: DUSP3 inh | 3CLpro inhibitor | MazF activator | Rv3671c protease | TcdB inh | BH1578 lux ind | CCHF vOTU inh | PrPC TRFRET | PriA SSB inh | Yp Topo-I inh
Results for Cc1ccc(C)c(S(=O)(=O)NCCCn2ccnc2)c1 → -5 | 4 | -4 | -2 | nt | -0.6 | -17 | 6 | 6&-13 | -1
Results for O=C1C(=O)N(Cc2ccccc2)C(=O)N1CCOc1ccccc1 → 18 | 8 | 5 | nt | 1.5 | 0.0 | -10 | -3 | -1 | -8
Results for CN1CCN(C(=O)c2ccc(Oc3ccc([N+](=O)[O-])cc3)cc2)CC1 → 2 | 9 | 1 | 12 | 0.5 | -0.2 | 1 | -24 | 0 | -2
Results for Cc1ccccc1NC(=O)Cc1nnc(SCC(=O)NC2CCCCC2)n1C → 10 | -4 | 6 | -8 | 0.1 | i | 3 | -2 | -18 | -5

Going on with the list:
molecule	DUSP3 inh	3CLpro inhibitor	MazF activator	Rv3671c protease	TcdB inh	BH1578 lux ind	CCHF vOTU inh	PrPC TRFRET	PriA SSB inh	Yp Topo-I inh
COc1ccc(-c2cc(-c3n[nH]c(=S)n3-c3cccc4ccccc34)[nH]n2)cc1	6	6	1	-3	-0.8	-0.5	6	1	22	14
COc1cc(SC)ccc1C(=O)NCc1ccccc1	0	1	6	5	nt	-0.3	-13	1	-13	11
Cc1ccc(NC(=O)c2ccc3c(c2)C(=O)N(c2cc(C)ccc2C)C3=O)nc1	19	0	-3	0	2.9	0.3	5	3	9	-2
Cc1ccc(NC(=S)NC2CCSc3ccccc32)cc1C (stereo unspecified)	-6	1	2	-4	-0.4	i	10	12	15	26
CN1/C(=C\C=N\NC(=O)c2cccnc2)C(C)(C)c2ccccc21	9	-7	3	-3	0.1	-0.1	-6	2	nt	11
CC1CCCN(C(=O)Cc2ccc(F)cc2)C1 (stereo unspecified)	-4	0	-11	0	nt	i	-1	2	-15	5
CC(C)c1ccc(S(=O)(=O)N2CCN(C(=O)CN3C(=O)NC4(CCCCC4)C3=O)CC2)cc1	nt	nt	3	0	-0.4	3.5	6	2	1	12
N#Cc1ccsc1NC(=O)CSc1nnnn1-c1ccc(O)cc1	17	3	-18	-19	-0.3	-0.5	-7	5	-5	7
CSCCc1nc(SCC(=O)Nc2nnc(C)s2)[nH]c1C	-10	-5	3	4	nt	-6.2	1	-4	-4	-2
Cc1cc(C)c2c(Cn3ccnc3)cc(=O)oc2c1	14	4	-2	4	1.1	-0.6	12	11	11	1
COCCCN1CCN(c2nnc3n2-c2sc(Br)cc2C(c2ccccc2Cl)=NC3)CC1	12	-4	2	5	nt	0.2	1	0	-2	32
O=C(N1CCOCC1)N1CCN(c2ccccc2F)CC1	-4	-2	-34	9	0.7	-0.3	-5	4	-3	0
Cc1cc(NC(=O)CCC(=O)N(CC(=O)NC2CCCC2)c2ccc(Cl)cc2)no1	36	-2	3	-10	1.3	i	-6	3	-2	18
Cc1ccc(C(=O)/C=C/Nc2ccc(S(=O)(=O)Nc3onc(C)c3C)cc2)cc1	-7	1	-8	5	-8.1	-0.2	14	4	-4	-1
O=C1ON=C(c2ccccc2)/C1=C/c1ccc(O)c(O)c1	14	-4	-81	-8	-2.7	0.0	14	-16	5	-3
COc1cccc(NC(=O)COc2ccc(C(=O)N3CCN(C)CC3)cc2)c1	11	-1	-1	3	2.2	-0.2	24	1	-4	5
CC(=O)N(C)c1ccc(NC(=S)Nc2ccc(C(C)C)cc2)cc1	24	2	-6	-3	-0.9	i	-9	3	-9	15
CC(C)CCn1cnc2c1c(=O)n(C)c(=O)n2C	16	6	-1	8	nt	i	6	-2	-6	-3
COc1cc(C2SCC(=O)N2c2c(C)n(C)n(-c3ccccc3)c2=O)ccc1O (stereo unspecified)	-20	-4	1	4	0.7	0.1	-11	-1	-14	0
CC(NC(=O)CN1C(=O)NC2(CCCCCC2)C1=O)c1ccccc1 (stereo unspecified)	nt	nt	-13	4	1.6	0.8	-7	4	-17	-4
Cc1cccc(OCCSc2nnc(-c3ccoc3C)n2C)c1	19	-1	7	6	nt	i	-6	-1	6	16
O=C(CCn1cccc1)Nc1ccccc1F	11	2	9	7	nt	0.2	-1	3	-1	-9
COc1ccc(-c2nc3ccccc3c(=O)n2-c2cccnc2)cc1	18	2	-2	-2	nt	1.7	1	-6	-2	0
COC(=O)Nc1sc(C(=O)N(C)C)c(C)c1C(=O)OC	10	1	6	1	0.7	nt	-4	-9	-17	-9
Cc1cccc(C)c1NC(=O)CSc1nnc(CCCCCNC(=O)OC(C)(C)C)o1	10	-1	3	-5	nt	i	13	1	-16	9
Cc1ccccc1-c1ccc(Nc2ccc(C(=O)N3CCOCC3)cc2)nn1	8	-1	1	4	1.5	-0.7	-8	1	-7	14
CCOc1cc([C@H]2[C@@H]3CCCC[C@]3(O)CCN2CC(=O)NCc2ccco2)ccc1O	28	11	1	-6	nt	i	-1	-3	-10	2
CNC(=O)c1nc(C)c(C2(C)CC(c3ccccc3)=NO2)s1 (stereo unspecified)	19	nt	3	4	0.8	i	4	-6	-1	1
COc1ccccc1C(O)P(=O)(OC1CCCCC1)OC1CCCCC1 (stereo unspecified)	0	5	-2	1	-0.1	-0.2	-9	0	-8	11
O=C(NNc1cc(C(F)(F)F)ccc1Cl)c1ccc(=O)[nH]c1	30	6	9	-8	-7.5	-1.6	12	-1	-7	-4
Cc1ccc(N2C(SCC(=O)O)=NC(=Nc3cccc(C)c3)C23CCCC3)cc1	-6	-3	-2	-1	0.7	-0.2	-5	-5	-8	-2
CCOC(=O)Cn1cc(C#N)c2cccc(CC)c21	30	6	-12	-3	0.5	-0.4	-2	-2	-13	-2
CCOc1ccc(-c2nc(CN3CCCC(C(=O)N4CCOCC4)C3)c(C)o2)cc1 (stereo unspecified)	24	2	-8	4	0.6	-7.7	8	6	-10	-5
CC(O)CN1C(=O)C(CC(=O)Nc2ccc(Cl)cc2)SC1=Nc1ccccc1 (stereo unspecified)	25	8	0	1	nt	i	nt	nt	2	-11
O=C(Nc1ccccc1)Nc1scc2c1c(=O)oc1ccccc12	2	2	-17	2	-0.4	nt	7	6	4	nt
O=C(O)CSc1ccnc2cc(Cl)ccc12	14	-3	4	3	0.3	i	-3	47*	-3	-5
CCOc1ccc(C(=O)NCc2ccco2)cc1OC	1	1	-2	nt	1.0	3.8	-10	-4	5	5
CC(C)OC(=O)/C(=C/c1cccnc1)NC(=O)c1ccccc1	-1	-2	-4	-1	nt	-3.3	6	10	-4	-7
COc1c(OC)c(O)c2c(=O)cc(-c3c(O)cccc3O)oc2c1OC	3	-2	9	2	-7.1	-0.4	4	-10	9	-1

These rows are one share of the data; count on the stated rates, not on these rows.
